Screening data: PubChem BioAssay, National Center for Advancing Translational Sciences (NCATS)
KB-3-1 tox – kills parental KB-3-1 adenocarcinoma cells; AID 1347075; hit rate 1.4% among 400,000; KB-3-1 viability, CellTiter-Glo ATP luminescence, 72 h; Potency, µM (doses to about 46.1 µM), for the others: top-dose activity change, negative = cytotoxic, most hits filed as cytotoxic; note: % is set by controls: 0 for no effect and ±100 for the full control effect; nearly all actives have a fitted effect of over 60% in size
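Luminescent ATP read-out (CellTiter-Glo) measures survival of drug-naive KB-3-1 cells after 72 h compound exposure at 37 °C. Titration series was screened from lowest to highest concentration, with DMSO vehicle plates as background controls.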
TDP43 rescue – inhibitors of TDP-43 toxicity in yeast | hit rate 1.8% among 410,000 | AID 652104 | Potency, µM (titrated, usually from 46.1 µM), for inactives: at the top dose growth rescue (activation), hits mostly activators | TDP-43 expressing yeast growth rescue, BacTiter-Glo, 24 h; note: % of control where 0% means no effect; nearly all actives have a fitted effect of over 50% in size
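Yeast cells expressing TDP-43 under galactose induction are exposed to compounds for 24 hr at 30 deg C. BacTiter-Glo luminescence measures growth, so protective compounds score as activators.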
HT1080-NT tox – kills 2HG-producing HT-1080-NT fibrosarcoma cells; HT-1080-NT fibrosarcoma viability, CellTiter-Glo ATP luminescence, 48 h; Potency, µM (highest dose often 46.1 µM), inactives show top-dose activity, negative = less viability, usual class: cytotoxic; hit rate 1.6% among 360,000; AID 686970;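 note: NT is the 2HG producing partner of a matched IDH1 knockdown line; 0% = DMSO-treated cells and -100% = media-only wells without cells; nearly all actives have a fitted effect of over 55% in size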
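Fibrosarcoma NT cells, 750 per well in 5% FBS RPMI, were exposed to compound for 48 hours. Viability: CellTiter-Glo luminescence.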
SW480 rerep – DNA re-replication induction in SW480 cells; SW480 DNA re-replication, Hoechst DNA content imaging, 48 h; Potency, µM (doses to about 46.1 µM), for the others: at the top dose re-replication activation, most hits filed as activators; hit rate 1.8% among 340,000; AID 624297; note: % of control where 0% means no effect; nearly all actives have a fitted effect of over 55% in size
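Readout is total intensity of Hoechst-stained nuclei, excited at 405 nm and collected at 500-530 nm. Compound treatment lasted 48 hr at 37 C in 5% CO2 before staining.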
HT1080 IDH1KD tx – HT-1080 IDH1 knockdown cell toxicity (counter line). HT-1080 IDH1 knockdown viability, ATP luminescence, 48 h. AID 686971. Potency, µM (series often up to 46.1 µM), for the others: top-dose activity, negative = toxicity, most hits filed as cytotoxic. hit rate 2% among 360,000;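 note: 0% = DMSO wells and -100% = cell-free medium wells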
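Luminescent ATP read-out (CellTiter-Glo, 10 min at room temperature) after 48 h compound exposure at 37 °C gave viability of IDH1-knockdown HT-1080 cells. Activity was normalised to DMSO and cell-free wells, then fitted as concentration-response curves.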
GLP-1R agonist – GLP-1 receptor (human) agonism | HEK293 GLP-1R CRE-luciferase, luminescence, 4-6 h; cells express a hypersensitive GLP-1R form | Potency, µM (doses to about 45.6 µM), inactives show top-dose activation, hits mostly activators | hit rate 0.007% among 380,000 | AID 624172; note: % of control where 0% means no effect
Target sequence (P43220 whole entry, looked up): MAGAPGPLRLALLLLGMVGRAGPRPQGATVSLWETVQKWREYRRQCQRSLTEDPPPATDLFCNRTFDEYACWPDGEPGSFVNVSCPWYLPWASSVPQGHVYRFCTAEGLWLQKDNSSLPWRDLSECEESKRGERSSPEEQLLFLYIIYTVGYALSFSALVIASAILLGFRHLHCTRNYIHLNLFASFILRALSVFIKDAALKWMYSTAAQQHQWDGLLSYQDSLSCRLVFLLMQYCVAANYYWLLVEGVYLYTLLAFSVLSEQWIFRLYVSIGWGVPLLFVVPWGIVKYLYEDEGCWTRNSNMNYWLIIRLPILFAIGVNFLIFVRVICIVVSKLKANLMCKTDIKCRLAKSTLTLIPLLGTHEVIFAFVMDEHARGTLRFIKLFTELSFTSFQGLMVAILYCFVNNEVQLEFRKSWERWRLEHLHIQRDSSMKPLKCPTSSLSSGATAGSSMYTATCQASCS
GLP1R inv ag – acts as inverse agonist at human GLP-1 receptor; Potency, µM (highest dose often 38.3 µM), for the others: top-dose activity change, negative = inhibition, usual class: inhibitors; HEK293 GLP-1R CRE-luciferase, luminescence, 24 h; GLP-1R form is constitutively active; P43220; AID 624417; hit rate 1.6% among 410,000; note: % is set by controls: 0 for no effect and ±100 for the full control effect; nearly all actives have a fitted effect of over 55% in size
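Inverse agonists were sought by their lowering of basal cAMP reporter luciferase output in HEK293 cells stably carrying constitutively active human GLP-1R, after 24 h compound treatment.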
HEK293 tox – cytotoxic in the GLP-1 receptor inverse agonist counter-screen | AID 624418 | HEK293 cAMP-luciferase reporter cells, luminescence, 24 h | Potency, µM (highest dose often 38.3 µM), for the others: at the top dose activity change, negative = inhibition, hits mostly inhibitors | hit rate 0.13% among 410,000;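 note: loss of luciferase light is scored as toxicity; % is set by controls: 0 for no effect and ±100 for the full control effect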
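A 23 nL compound transfer followed 12 hours of cell culture at 37 deg C; exposure then lasted 24 hr. Luciferase assay detection reagent was dispensed and plates read for luminescence after a 12 min room-temperature wait.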
KB-V1 cytotox – KB-V1 MDR subline cytotoxicity; Potency, µM (titrated, usually from 46.1 µM), inactives show at the top dose activity change, negative = cytotoxicity, most hits filed as cytotoxic; hit rate 3.4% among 400,000; KB-V1 MDR cells viability, CellTiter-Glo, 72 h; AID 1347076; note: % is set by controls: 0 for no effect and ±100 for the full control effect; nearly all actives have a fitted effect of over 60% in size
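Following 72 h at 37 degrees C with compound, KB-V1 cell viability was read by CellTiter-Glo luminescence, medium being phenol-red-free DMEM plus 10% FBS; concentration-response parameters came from normalized, curve-fitted qHTS data.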
The depositor's hits bear a star; & = joins results of further samples; [ ] = dose if it differs, or a comment. Calls come from the whole dose curve; as a rule, active = well fitted curve in the direction sought with a large enough effect; inconclusive = small, poorly fitted or top-dose-only effect, or another doubt; inactive = no such curve, though single readings can be large; an effect the other way counts as inactive or inconclusive. Potency is the fitted concentration of half-maximal effect.

For CC(C)(C)OC(=O)N1CCC(c2c(C(=O)NCC3CCN(C4CCCC4)C3)cnn2-c2ccc(F)cc2)CC1 (stereo not given) the results were KB-3-1 tox -1%, TDP43 rescue 4%, HT1080-NT tox -8%, SW480 rerep 0%, HT1080 IDH1KD tx -17%, GLP-1R agonist 5%, GLP1R inv ag inconclusive, HEK293 tox -17% and KB-V1 cytotox inconclusive.
Cc1nccn1C(c1ccccc1)c1ccccc1 was read as KB-3-1 tox -10%, TDP43 rescue 0%, HT1080-NT tox 2%, SW480 rerep -2%, HT1080 IDH1KD tx 3%, GLP-1R agonist 13%, GLP1R inv ag -23%, HEK293 tox -8% and KB-V1 cytotox -13%.
`Cc1ccc(S(=O)(=O)Cn2nnnc2C(C(C)C)N2CCN(Cc3ccco3)CC2)cc1` (stereo not given) gave KB-3-1 tox -1%, TDP43 rescue 0%, HT1080-NT tox -1%, SW480 rerep -7%, HT1080 IDH1KD tx 2%, GLP-1R agonist -1%, GLP1R inv ag inconclusive, HEK293 tox -6% and KB-V1 cytotox -26%.
CCCN(CC(=O)Nc1ccccc1C)C(=O)c1ccc2ccccc2n1 was read as KB-3-1 tox 20%, TDP43 rescue -11%, HT1080-NT tox -6%, SW480 rerep 2%, HT1080 IDH1KD tx -2%, GLP-1R agonist 16%, GLP1R inv ag -14%, HEK293 tox -1% and KB-V1 cytotox inconclusive.
Cc1cc(Cl)ccc1N(CC(=O)N(C)Cc1ccccc1)S(C)(=O)=O was read as KB-3-1 tox 0%, TDP43 rescue 22%, HT1080-NT tox 12%, HT1080 IDH1KD tx 2%, GLP-1R agonist 7%, GLP1R inv ag -23%, HEK293 tox -2% and KB-V1 cytotox inconclusive.
`CCC(CC)C(=O)N=C1SC2CS(=O)(=O)CC2N1CCc1ccc(OC)cc1` (stereo not given) gave KB-3-1 tox 3%, TDP43 rescue -21%, HT1080-NT tox -13%, SW480 rerep 0%, HT1080 IDH1KD tx inconclusive, GLP-1R agonist 7%, GLP1R inv ag -24%, HEK293 tox -2% and KB-V1 cytotox inconclusive.
Screening C=C(C)C1Cc2cc3ccc(=O)oc3cc2O1 (stereo not given) returned KB-3-1 tox 10%, TDP43 rescue inconclusive, HT1080-NT tox 21%, SW480 rerep -11%, HT1080 IDH1KD tx 11%, GLP-1R agonist 11%, GLP1R inv ag 38%[activator], HEK293 tox -15% and KB-V1 cytotox 2%.
For O=C(COc1ccccc1Cl)Nc1ccccc1C(=O)NC1CC1 the results were KB-3-1 tox 0%, TDP43 rescue 27%, HT1080-NT tox 4%, SW480 rerep 1%, HT1080 IDH1KD tx -3%, GLP-1R agonist 0%, GLP1R inv ag inconclusive, HEK293 tox -18% and KB-V1 cytotox inconclusive.
For Oc1c(CN2CCOCC2)cc(CN2CCOCC2)c(O)c1O the results were KB-3-1 tox 3%, TDP43 rescue -16%, HT1080-NT tox 4%, SW480 rerep -2%, HT1080 IDH1KD tx -2%, GLP-1R agonist -3%, GLP1R inv ag 9%, HEK293 tox -8% and KB-V1 cytotox -2%.
For COc1ccccc1NC(=O)CNC(=O)CC12CC3CC(CC(C3)C1)C2 the results were KB-3-1 tox -9%, TDP43 rescue -8%, HT1080-NT tox inconclusive, SW480 rerep inconclusive, HT1080 IDH1KD tx inconclusive, GLP-1R agonist 16%, GLP1R inv ag inconclusive, HEK293 tox 5% and KB-V1 cytotox 0%.
CCC1CCCCN1C(=O)CCc1nnc(Cc2c[nH]c3ccccc23)o1 (stereo not given) was read as KB-3-1 tox 8%, TDP43 rescue -9%, HT1080-NT tox 2%, SW480 rerep 1%, HT1080 IDH1KD tx 4%, GLP-1R agonist 5%, GLP1R inv ag 14%, HEK293 tox -7% and KB-V1 cytotox -4%.
Cc1ccc(-n2ncc(C(=O)Nc3cc(Cl)ccc3C)c2C2CCNCC2)cc1C was read as KB-3-1 tox -6%, TDP43 rescue -1%, HT1080-NT tox -25%, SW480 rerep 9%, HT1080 IDH1KD tx -13%, GLP-1R agonist 0%, GLP1R inv ag inconclusive, HEK293 tox 0% and KB-V1 cytotox inconclusive.

Brought forward from above: two compounds, followed by the next part.
CCC1CCCCN1C(=O)CCc1nnc(Cc2c[nH]c3ccccc23)o1 (stereo not given) was read as KB-3-1 tox 8%, TDP43 rescue -9%, HT1080-NT tox 2%, SW480 rerep 1%, HT1080 IDH1KD tx 4%, GLP-1R agonist 5%, GLP1R inv ag 14%, HEK293 tox -7% and KB-V1 cytotox -4%.
Cc1ccc(-n2ncc(C(=O)Nc3cc(Cl)ccc3C)c2C2CCNCC2)cc1C was read as KB-3-1 tox -6%, TDP43 rescue -1%, HT1080-NT tox -25%, SW480 rerep 9%, HT1080 IDH1KD tx -13%, GLP-1R agonist 0%, GLP1R inv ag inconclusive, HEK293 tox 0% and KB-V1 cytotox inconclusive.
CCc1ccc(-c2cc(C)no2)cc1S(=O)(=O)Nc1ccc(C)cn1 was read as KB-3-1 tox -27%&10%, TDP43 rescue -8%&1%, HT1080-NT tox -30%, SW480 rerep inconclusive, HT1080 IDH1KD tx inconclusive, GLP-1R agonist -2%, GLP1R inv ag 12%&5%, HEK293 tox -13%&0% and KB-V1 cytotox -29%&2%.
For CN(C)c1ccc(S(=O)(=O)NCC(=O)OCC(=O)Nc2cccc(Cl)c2)cc1[N+](=O)[O-] the results were KB-3-1 tox 5%, TDP43 rescue 13%, HT1080-NT tox 10%, SW480 rerep -6%, HT1080 IDH1KD tx 7%, GLP-1R agonist -4%, GLP1R inv ag 0%, HEK293 tox -3% and KB-V1 cytotox 20%.
Screening O=C(Cn1cc(C(=O)C2CC2)c2ccccc21)NCC1CCCO1 (stereo not given) returned KB-3-1 tox -1%, TDP43 rescue 9%, HT1080-NT tox 12%, SW480 rerep -12%, HT1080 IDH1KD tx 17%, GLP-1R agonist 5%, GLP1R inv ag -11%, HEK293 tox 0% and KB-V1 cytotox 2%.
For COc1cc(CNCCc2ccc(F)cc2)ccc1OCc1ccc(Cl)nc1 the results were KB-3-1 tox inconclusive, TDP43 rescue -4%, HT1080-NT tox inconclusive, SW480 rerep 0%[9.22 µM], HT1080 IDH1KD tx inconclusive, GLP-1R agonist -2%, GLP1R inv ag inconclusive, HEK293 tox inconclusive and KB-V1 cytotox inconclusive.
Screening Cc1cc(-c2csc(N)n2)c(C)n1Cc1ccccc1 returned KB-3-1 tox inconclusive, TDP43 rescue 20%, HT1080-NT tox -4%, SW480 rerep 4%, HT1080 IDH1KD tx 4%, GLP-1R agonist 5%, GLP1R inv ag 14%, HEK293 tox 14% and KB-V1 cytotox -1%.
For Fc1ccc(-n2nnnc2-c2ccccc2Cl)cc1 the results were KB-3-1 tox -7%, TDP43 rescue 4%, HT1080-NT tox -4%, SW480 rerep 1%, HT1080 IDH1KD tx -3%, GLP-1R agonist 1%, GLP1R inv ag inconclusive, HEK293 tox -3% and KB-V1 cytotox 0%.
`COC(=O)c1ccc(NC(c2ccc(Cl)cc2)P(=O)(OC)OC)cc1` (stereo not given) gave KB-3-1 tox -4%, TDP43 rescue -1%, HT1080-NT tox -5%, SW480 rerep 1%, HT1080 IDH1KD tx 0%, GLP-1R agonist 6%, GLP1R inv ag -10%, HEK293 tox 12% and KB-V1 cytotox -7%.
Screening COc1cccc(S(=O)(=O)Nc2ccc3c(c2)C(=O)N(C)C[C@H](OC)[C@H](C)CN[C@@H](C)CO3)c1 returned KB-3-1 tox 4%, TDP43 rescue 16%, HT1080-NT tox 20%, HT1080 IDH1KD tx 13%, GLP1R inv ag 22%, HEK293 tox 1% and KB-V1 cytotox 7%.
For O=c1[nH]c(/C=C/c2ccccc2Cl)nc2ccccc12 the results were KB-3-1 tox inconclusive, TDP43 rescue -4%, HT1080-NT tox -3%, SW480 rerep 18µM*, HT1080 IDH1KD tx -1%, GLP-1R agonist -5%, GLP1R inv ag 1%, HEK293 tox 1% and KB-V1 cytotox -9%.
`COc1ccc(OCC(=O)NNC(=S)NC(=O)C2CC2)cc1` gave KB-3-1 tox 0%, TDP43 rescue inconclusive, HT1080-NT tox -9%, SW480 rerep inconclusive, HT1080 IDH1KD tx inconclusive, GLP-1R agonist -4%, GLP1R inv ag -7%, HEK293 tox -3% and KB-V1 cytotox 0%.
For CCOC(=O)C1CN(Cc2ccccc2)C(=O)C1=O (stereo not given) the results were KB-3-1 tox 0%, TDP43 rescue 1%, HT1080-NT tox 0%, SW480 rerep 1%, HT1080 IDH1KD tx inconclusive, GLP-1R agonist -7%, GLP1R inv ag 9%, HEK293 tox 2% and KB-V1 cytotox 15%.
`O=C(Cc1cccc2ccccc12)Nc1ccc(Br)cc1C(=O)O` gave KB-3-1 tox inconclusive, TDP43 rescue 17%, HT1080-NT tox -1%, SW480 rerep -8%, HT1080 IDH1KD tx -8%, GLP-1R agonist -1%, GLP1R inv ag inconclusive, HEK293 tox -13% and KB-V1 cytotox inconclusive.
Screening COc1ccc(OC)c(NC2=C(Cl)C(=O)N(Cc3ccccc3)C2=O)c1 returned KB-3-1 tox -4%, TDP43 rescue 16%, HT1080-NT tox -16%, SW480 rerep 6%, HT1080 IDH1KD tx inconclusive, GLP-1R agonist 14%, GLP1R inv ag inconclusive, HEK293 tox 0% and KB-V1 cytotox -4%.
Screening Cc1ccn2c(Nc3ccc(F)cc3)c(-c3ccc(C)o3)nc2c1 returned KB-3-1 tox -12%, TDP43 rescue -7%, GLP1R inv ag -5%, HEK293 tox 8% and KB-V1 cytotox 16%.
Screening O=C1NC2(CCCCC2)C(=O)N1CCS(=O)(=O)Oc1ccc(Br)cc1 returned KB-3-1 tox -1%, TDP43 rescue -11%[9.22 µM], HT1080-NT tox -30%, SW480 rerep -10%, HT1080 IDH1KD tx -17%, GLP-1R agonist 15%, GLP1R inv ag inconclusive, HEK293 tox 9% and KB-V1 cytotox -3%.
